Assay outcomes from PubChem BioAssay.
PrPC surface inh: cell surface PrPC inhibition, primary TR-FRET screen. P04156. TR-FRET read-out. inhibition, % at 13.8 µM. hit rate 0.43% among 370,000. AID 720596; in the data active = inhibition above about 24%; also: 0% = median of the test wells and 100% = reference compound wells
Y pestis TopoI: blocks Yersinia pestis topoisomerase I activity | Y. pestis Topo-I cleavage product accumulation, plate reader | activity, % at 10 µM | hit rate 0.064% among 360,000 | AID 504884; in the data active = activity above about 50%, passing the limit was not always enough; inconclusive = no clear call, values can overlap the other calls; also: inactives centre near 2
SARS 3CLpro inh: SARS-CoV 3CLpro protease inhibition; P0C6X7; recombinant SARS-CoV 3CLpro, quenched FRET peptide cleavage; inhibition, % at 6 µM; hit rate 0.14% among 290,000; AID 1706; in the data active = inhibition above about 12%
PriA SSB inh: K. pneumoniae PriA-SSBct interaction inhibition | AlphaScreen SSBct-PriA binding, biotinylated peptide | inhibition, % at 33 µM | hit rate 0.6% among 430,000; in the data active = inhibition mostly above about 37%, no sharp cut-off; inactive = mostly below about 20%;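 also: plate controls were negative control peptide for no effect and reference peptide for full effect; strong numbers were not always called active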
BoNT-A LC inh2: BoNT A light chain protease inhibition; multiplex microsphere protease substrate cleavage, flow cytometry; inhibition, % at 10 µM; hit rate 0.17% among 360,000; AID 588499; also: plate controls were buffer without enzyme for full effect and enzyme alone for no effect
BH1578 lux ind: inducers of Vibrio cholerae quorum light production without autoinducers. V. cholerae BH1578 lux reporter, luminescence, 6 h. activation, % at 18.7 µM. hit rate 0.16% among 350,000; in the data active = activation mostly above about 9.7%, no sharp cut-off; inconclusive = no clear call, values can overlap the other calls; inactive = mostly below about 3.7%; also: not every result past the cut was called active; inactives centre near 0; reference of the scale not given here
PfHsp40 rescue: compounds rescuing yeast from Plasmodium falciparum HSP40 toxicity. hit rate 0.68% among 340,000. AID 504582. growth rescue, % at 12.5 µM. S. cerevisiae expressing PfHsp40, growth rescue, ATP luminescence; in the data active = growth rescue above about 28%, passing the limit was not always enough; inconclusive = no clear call, values can overlap the other calls;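 also: yeast W303a lacking pdr1 and pdr3 grown in galactose medium; growth measured after three days at 30 °C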
TcdB inh: blocks C. difficile toxin B glycohydrolase activity | TcdB glycohydrolase enzymatic assay, plate reader | inhibition, % at 9.99 µM | hit rate 0.24% among 350,000; in the data active = inhibition above about 10%
Anthrax LF prot: inhibitors of Bacillus anthracis lethal factor protease. P15917. multiplex microsphere protease cleavage assay, LF. inhibition, % at 10 µM. hit rate 0.12% among 360,000. AID 588501; also: plate controls were buffer without enzyme for full effect and enzyme alone for no effect
Target sequence (P15917 whole entry, looked up): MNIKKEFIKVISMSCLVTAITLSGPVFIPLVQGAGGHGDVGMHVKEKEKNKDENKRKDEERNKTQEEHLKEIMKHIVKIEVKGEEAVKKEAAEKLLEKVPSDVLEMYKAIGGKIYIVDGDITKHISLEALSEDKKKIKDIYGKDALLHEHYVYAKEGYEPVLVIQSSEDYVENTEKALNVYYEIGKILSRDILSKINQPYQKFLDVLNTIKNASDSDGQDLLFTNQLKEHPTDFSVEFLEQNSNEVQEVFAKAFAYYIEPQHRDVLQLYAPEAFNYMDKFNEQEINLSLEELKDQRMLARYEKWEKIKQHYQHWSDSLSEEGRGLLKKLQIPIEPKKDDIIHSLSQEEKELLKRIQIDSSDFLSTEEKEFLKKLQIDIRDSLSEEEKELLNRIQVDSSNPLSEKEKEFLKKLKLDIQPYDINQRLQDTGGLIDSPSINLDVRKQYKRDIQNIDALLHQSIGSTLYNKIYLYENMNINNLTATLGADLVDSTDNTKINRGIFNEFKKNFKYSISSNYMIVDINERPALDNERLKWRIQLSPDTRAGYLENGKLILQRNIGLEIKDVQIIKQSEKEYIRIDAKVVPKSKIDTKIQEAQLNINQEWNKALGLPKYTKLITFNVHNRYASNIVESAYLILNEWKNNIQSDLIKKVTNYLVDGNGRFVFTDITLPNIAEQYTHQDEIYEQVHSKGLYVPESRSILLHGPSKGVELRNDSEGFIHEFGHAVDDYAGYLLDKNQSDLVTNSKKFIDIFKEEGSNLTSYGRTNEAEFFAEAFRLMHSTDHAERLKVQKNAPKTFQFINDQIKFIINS
* hit, by the source's call; i = inactive; ? = inconclusive; . = not tested or not shown; & = joins results of further samples. Rule as the data show it, unless noted: active = inhibition above about 30%; inconclusive = no clear call, values can overlap the other calls; inactive = below that.

cpd	compound	PrPC surface inh	Y pestis TopoI	SARS 3CLpro inh	PriA SSB inh	BoNT-A LC inh2
1	COc1ccc(CC(NC(C)=O)C(=O)NC2CCN(c3c(Cc4ccccc4)c(C)nc4ncnn34)CC2)c(OC)c1 (stereo not drawn)	-3	12	-3	-3	-1.2
2	CN(c1ccccc1)c1nc(N)c([N+](=O)[O-])c(N2CCCCCC2)n1	3	-6	3	10	.
3	COc1ccccc1N(CC(=O)NC1CCCC1)C(=O)c1csnn1	1	-9	0	-13	0.2
4	O=S(=O)(Nc1ccc2c(c1)OCO2)c1ccc(Cl)cc1F	3	0	.	5	-0.4
5	COc1ccc(N2CCN(C(c3ccc4ncccc4c3)c3nnnn3C(C)C)CC2)cc1 (stereo not drawn)	4	-4	2	8	-0.3
6	O=C(C1=COCCO1)N(Cc1nnc(-c2ccc(Cl)cc2)o1)C1CC1	-3	0	.	-6	0.7
7	O=C(NCc1ccccn1)NC12CC3CC(CC(C3)C1)C2	0	-3	-3	-13	0.2
8	Fc1ccc(CSc2ncnc3scc(-c4ccccc4)c23)cc1	0	16	1	-22	-0.3
9	C[C@H]1CC[C@@]2(O[C@@H](CCO)C[C@@H](O)[C@@H]2O)O1	2	0	8	4	0.3
10	C/C(=N\NC(=O)c1ccncc1)c1cc2ccccc2oc1=O	-1	-5	1	.	0.0

cpd	BH1578 lux ind	PfHsp40 rescue	TcdB inh	Anthrax LF prot
1	0.2	0.3	2.5	-1
2	i	10	1.1	.
3	i	-0.4	.	-6
4	-4.6	1.1	2.3	1
5	i	0.7	3.1	-1
6	-0.7	0.1	5.5	2
7	.	?	.	-9
8	-0.6	-1.9	0.1	0
9	-0.5	-1.4	0.7	-6
10	-0.3	-0.7	.	0

(more compounds)
cpd	compound	PrPC surface inh	Y pestis TopoI	SARS 3CLpro inh	PriA SSB inh	BoNT-A LC inh2
11	COC(=O)c1cc(OC)c(OC)cc1NC(=O)c1c(-c2ccccc2)noc1C	.	-3	6	3	-0.3
12	CC1CC(N(C(=O)c2ccco2)c2ccccc2)c2ccccc2N1C(=O)c1ccco1 (stereo not drawn)	-2	18	2	-11	0.1
13	NS(=O)(=O)c1ccc(CNC(=O)NC23CC4CC(CC(C4)C2)C3)cc1	.	4	2	-7	?
14	O=C(Nc1ccccc1)C(Cl)C(=O)c1ccccc1 (stereo not drawn)	2	2	-3	-12	-1.3
15	CN1CCN(CC(=O)N/N=C/c2ccc(F)c(F)c2)CC1	-3	0	2	.	-0.3
16	COc1ccccc1-c1noc(Cn2cc(S(=O)(=O)N3CCCC3)ccc2=O)n1	0	-6	.	3	-0.7
17	COc1ccc(S(=O)(=O)NCc2cccnc2)cc1NC(=O)c1ccc(Cl)cc1	-3	0	.	-3	1.1
18	Cc1c(CCC(=O)O)c(=O)oc2c(C)c3occ(-c4ccc(Cl)cc4)c3cc12	-5	14	3	8	-2.8
19	N#Cc1ccccc1OCC(=O)OCC(=O)NC1CC1	-2	-2	.	-2	0.2
20	CC(=O)c1ccc(S(=O)(=O)Nc2ccc(C(=O)NC3CC3)cc2)cc1	0	4	.	-2	3.0

cpd	BH1578 lux ind	PfHsp40 rescue	TcdB inh	Anthrax LF prot
11	i	0.2	1.2	-5
12	-0.4	0.3	.	0
13	2.5	-0.7	0.9	-16
14	0.4	4.2	-2.1	6
15	-0.2	1.2	.	1
16	0.5	-1.0	1.7	0
17	i	-0.1	0.2	2
18	10	1.3	0.6	-3
19	i	-0.7	0.3	-5
20	1.4	-0.6	2.3	2

Additional records:
cpd	compound	PrPC surface inh	Y pestis TopoI	SARS 3CLpro inh	PriA SSB inh	BoNT-A LC inh2
21	O=Cc1c(Cl)nc2ccccn2c1=O	-7	0	-1	-1	0.1
22	CCC(=O)N1CCCC1(C)C(=O)Nc1ccc2c(c1)CCN2C(C)=O (stereo not drawn)	-6	5	.	.	-0.1
23	COc1ccc(-c2c3c(=O)n(C)c(=O)n(C)c3cn2Cc2ccccn2)cc1	1	-1	1	-4	-0.1
24	CN(CC(=O)Nc1ccc(F)c(F)c1F)C(=O)CCN1C(=O)C2CC=CCC2C1=O (stereo not drawn)	-2	-2	.	.	0.0
25	COC(=O)c1cnn(C(=O)c2cc(OC)ccc2Br)c1N	0	1	8	-15	1.1
26	Cc1c(C(=O)NN)nc2ccccn12	5	1	5	-5	0.6
27	COc1ccc(N(C(C)C(=O)N2CCCC2)S(C)(=O)=O)cc1 (stereo not drawn)	50*	-20	-2	-21	1.2
28	O=C1NCCOC(=O)[C@H](Cc2ccc(F)cc2)C/C=C\C[C@@H]1CC(=O)N(CCO)Cc1ccccc1	6	17	.	-8	-0.7
29	O=C(NC1CC1)c1ccc(CS(=O)c2ccc(Br)cc2)o1 (stereo not drawn)	-1	3	1	0	-1.3
30	Oc1c(C(c2cccs2)N2CCN(c3ccc(F)cc3)CC2)sc2ncnn12 (stereo not drawn)	-4	15	-1	-1&13	0.2

cpd	BH1578 lux ind	PfHsp40 rescue	TcdB inh	Anthrax LF prot
21	-0.4	0.8	1.3	5
22	-0.2	.	1.3	-4
23	i	-0.5	.	-3
24	0.8	.	0.0	0
25	i	-1.6	.	-2
26	i	1.0	-4.8	2
27	-0.4	-1.5	0.7	14
28	-0.5	0.2	-1.2	-3
29	i	-0.1	-0.5	2
30	i	-0.1	0.6	-4

Fetched by compound from the list above:
cpd	compound	PrPC surface inh	Y pestis TopoI	SARS 3CLpro inh	PriA SSB inh	BoNT-A LC inh2
29	O=C(NC1CC1)c1ccc(CS(=O)c2ccc(Br)cc2)o1 (stereo not drawn)	-1	3	1	0	-1.3
26	Cc1c(C(=O)NN)nc2ccccn12	5	1	5	-5	0.6
28	O=C1NCCOC(=O)[C@H](Cc2ccc(F)cc2)C/C=C\C[C@@H]1CC(=O)N(CCO)Cc1ccccc1	6	17	.	-8	-0.7

cpd	BH1578 lux ind	PfHsp40 rescue	TcdB inh	Anthrax LF prot
29	i	-0.1	-0.5	2
26	i	1.0	-4.8	2
28	-0.5	0.2	-1.2	-3

Other entries follow.
cpd	compound	PrPC surface inh	Y pestis TopoI	SARS 3CLpro inh	PriA SSB inh	BoNT-A LC inh2
31	CS(=O)(=O)Nc1ccc(C2=NN(C(=O)c3ccco3)C(c3cccc(F)c3)C2)cc1 (stereo not drawn)	8	-5	-1	-2	-0.4
32	CSc1cccc(NC(=S)N(CCN(C)C)C(C)c2ccncc2)c1 (stereo not drawn)	2	-4	1	4	-2.6
33	CCOC(=O)N1CCN(S(=O)(=O)c2ccc(C(=O)N(CCN(C)C)c3nc4ccc(Cl)cc4s3)cc2)CC1	-2	6	3	-11	-2.1
34	COc1ccc(S(=O)(=O)NC2CC(C)(C)NC(C)(C)C2)cc1	-5	-3	-1	4	-0.7
35	COc1ccc(OC)c(NC(=O)CCNS(=O)(=O)c2cccc3nsnc23)c1	-32	-5	2	-3	-4.9
36	C=C(C)Cn1c(SCCCO)nc2c1c(=O)[nH]c(=O)n2C	2	6	7	-13	-0.5
37	CC1Oc2ccccc2N(CC(=O)Nc2ccc(F)cc2)C1=O (stereo not drawn)	4	1	1	-6	-0.9
38	O=C1N=C(N2CCOCC2)S/C1=C\c1ccc(OS(=O)(=O)c2ccccc2)cc1	2	30	-2	-3	-0.7
39	CCOC(=O)C1CCN(C(=O)c2cccc(N3C(=O)NC4CC3(C)Oc3ccc(C)cc34)c2)CC1 (stereo not drawn)	4	10	0	7	-2.3
40	COc1ccc([C@H]2C[C@H](O)[C@@H](n3cc(COC(=O)c4ccccc4)nn3)CN2CC2CCCCC2)cc1	3	-6	.	.	0.4

cpd	BH1578 lux ind	PfHsp40 rescue	TcdB inh	Anthrax LF prot
31	-0.2	2.6	1.8	2
32	-0.4	-1.1	0.2	-6
33	-0.9	-0.5	1.0	-3
34	-0.7	-0.9	1.4	0
35	-0.3	-1.7	-1.6	-3
36	14	-1.2	.	-2
37	-0.3	0.4	-1.5	-4
38	i	0.7	1.5	0
39	-0.4	-0.4	-2.1	0
40	-0.4	.	-0.7	0

Following part
cpd	compound	PrPC surface inh	Y pestis TopoI	SARS 3CLpro inh	PriA SSB inh	BoNT-A LC inh2
41	CCCCNC(=O)NNC(=O)c1ccoc1C	-4	-3	-1	-12	0.2
42	Cc1cc(C)n(CC(=O)NNC(=O)CC(C)c2ccccc2)n1 (stereo not drawn)	0	-1	.	-6	-0.6
43	COC(=O)/C(=C/Nc1ccccc1)[N+](=O)[O-]	-1	-2	0	-14	0.6
44	CC(=O)c1c(C)nc2sc3c(=N)n(N)cnc3c2c1-c1ccc(Cl)cc1	15	2	10	-2	-0.3
45	Cc1ccc(N2C(=O)CSC2c2cccnc2)c(Cl)c1 (stereo not drawn)	5	4	3	-5	1.2
46	CCc1ccc(C2CC(=O)N(c3ccc(F)cc3)C3=C2C(=O)OC3)cc1 (stereo not drawn)	1	-8	4	-4	-0.4
47	CCn1nc(NC(=O)CC(C)C)c2cc3ccc(C)cc3nc21	-12	-4	6	-3	-0.7
48	CCOC(=O)N1CCC(NC(=O)c2cc(S(=O)(=O)NCCc3ccccc3)ccc2F)CC1	5	15	4	-2	0.2
49	COc1ccc(-c2csc3ncnc(N4CCN(c5ccccc5OC)CC4)c23)cc1	5	4	3	-4	-0.5
50	CN(C)S(=O)(=O)n1cnc(C(CCO)c2ncn(S(=O)(=O)N(C)C)c2CCCO)c1 (stereo not drawn)	-3	5	.	3	0.4

cpd	BH1578 lux ind	PfHsp40 rescue	TcdB inh	Anthrax LF prot
41	i	-0.9	.	-2
42	-0.3	-0.8	0.7	-8
43	-7.1	-0.1	.	-2
44	-0.2	-0.7	6.1	2
45	-0.8	2.0	-1.0	-1
46	-2.0	0.1	0.5	-1
47	i	-0.8	-0.3	1
48	-0.3	4.7	1.4	1
49	i	3.6	1.7	-1
50	-5.4	-0.1	1.2	-3

Additional entries follow:
cpd	compound	PrPC surface inh	Y pestis TopoI	SARS 3CLpro inh	PriA SSB inh	BoNT-A LC inh2
51	CCCCN1C(=O)c2cccc3cc(O)cc(c23)C1=O	-38	5	.	-26	-0.3
52	CC1(C)CC(=O)C(N=Nc2ccc(S(=O)(=O)N3CCOCC3)cc2)=C(O)C1	-4	5	5	-6	-0.4
53	Cc1ccc(C(=O)Nc2sc(C(=O)N(C)C)c(C)c2C#N)cc1	-3	-4	5	-1	0.2
54	CCCc1[nH]nc2c1C1(C(=O)N(C(C)C)c3ccccc31)C(C#N)=C(N)O2 (stereo not drawn)	-6	-3	-2	0	-0.2
55	O=C(Nc1ccc(O)c2c(=O)cc(-c3ccccc3Cl)oc12)c1cccs1	3	9	.	-12	0.0
56	c1ccc(-c2nnc(CSc3nc4ccccc4[nH]3)o2)cc1	8	-5	-1	-4	?

cpd	BH1578 lux ind	PfHsp40 rescue	TcdB inh	Anthrax LF prot
51	0.1	3.5	2.1	22
52	-2.0	-0.6	0.1	0
53	-1.7	-0.7	.	2
54	i	-1.1	-0.4	-3
55	0.8	-0.2	1.1	-9
56	i	0.6	.	11

Not all compounds are listed; the hit share may differ from the screen's.
